GFP derepression: qHTS Assay for Epigenetic Modulators. AID 597, 2007. mouse C127i GFP locus derepression, cytometry, 30 h. Potency, µM (titrated, usually from 46.1 µM), without a hit: at the highest dose GFP derepression (activation). 68,000 compounds, 0.09% hits; also: % of control where 0% means no effect
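Locus derepression in mouse mammary C127i cells whose integrated CMV-GFP reporter is normally silent; GFP expression after 30 h compound treatment was quantified by counting fluorescent cells.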
4-MU autofl: qHTS Assay for Spectroscopic Profiling in 4-MU Spectral Region; compound autofluorescence, 340/450 nm, 4-MU equivalents; stronger effect = higher value; max dye-equivalent concentration, M; 59,000 compounds, 11% hits; in the data active = max dye-equivalent concentration above about 10 nM; inconclusive = mostly about 1.1 nM to 9.6 nM
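Intrinsic fluorescence at 340/450 nm (ex/em) was read after 15 min at room temperature in pH 8.0, 100 mM Tris. Each compound concentration expressed as 4-MU-equivalent concentration from a six-point 4-MU standard series on each plate.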
DNA Pol III inh: qHTS Assay for Inhibitors of DNA Polymerase III Holoenzyme System; reconstituted DNA polymerase III holoenzyme replication, biochemical; Potency, µM (highest dose often 57.1 µM), for inactives: at the top dose activity change, negative = inhibition; 71,000 compounds, 0.25% hits; also: potency is read from the fitted curve at half-maximal effect; % is scaled to controls: 0 for no effect and ±100 for the full control effect
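Reconstituted *E. coli* holoenzyme (0.35 nM Pol III, 1 nM beta, 154 nM SSB, 2 nM primase) was preincubated with compound for 15 min at RT. Synthesis on 1.4 nM ssM13Gori ran 35 min, then was stopped with PicoGreen/EDTA and read as dsDNA fluorescence.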
HADH2 inhib: qHTS Assay for Inhibitors of HADH2 (Hydroxyacyl-Coenzyme A Dehydrogenase, Type II); recombinant HADH2, NADH fluorescence, beta-hydroxybutyryl-CoA; 73,000 compounds, 3.4% hits; Potency, µM (top dose mostly 57.1 µM), for the others: at the highest dose activity change, negative = inhibition, usual class: inhibitors; 3-hydroxyacyl-CoA dehydrogenase type-2 (Homo sapiens), Q99714; also: potency is read from the fitted curve at half-maximal effect; % is scaled to controls: 0 for no effect and ±100 for the full control effect; nearly all actives have a fitted effect of over 60% in size; many of its hits are not listed in these tables
Target sequence (Q99714 whole entry, looked up, one chain of several): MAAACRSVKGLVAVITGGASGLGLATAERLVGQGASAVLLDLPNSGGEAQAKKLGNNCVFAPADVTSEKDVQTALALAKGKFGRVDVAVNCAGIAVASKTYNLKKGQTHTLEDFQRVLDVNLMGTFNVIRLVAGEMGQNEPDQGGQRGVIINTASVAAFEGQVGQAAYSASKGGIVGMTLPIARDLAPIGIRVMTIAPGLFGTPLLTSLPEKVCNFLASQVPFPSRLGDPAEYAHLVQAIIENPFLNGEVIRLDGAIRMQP
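20 nM HADH2 + cpd, 15 min RT; add 1 mM NAD+/90 uM beta-hydroxybutyryl-CoA; kinetic fluorescence 360/450 nm, 4 min. Tris-HCl pH 9.0, 0.01% Tween-20.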
HBB splicing: qHTS Assay for Modulators of Hemoglobin Beta Chain Splicing | 65,000 compounds, 0.06% hits | AID 925, 2007 | Potency, µM (titrated, usually from 46.1 µM), inactives show at the highest dose activation, most hits filed as activators | HBB splicing reporter cell assay, activation; EGFP reporter with mutant IVS2-654 intron; response scale: normalised to 500 nM splice-correcting PNA; also: potency is read from the fitted curve at half-maximal effect; 0% is about no effect
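HeLa cells stably expressing EGFP interrupted by mutant beta-globin intron 2 (IVS2-654), 500/well in 2% FCS. Treated with compound for 2 days at 37C. Splicing correction scored as total well GFP intensity (488 nm excitation, 500-520 nm emission); 500 nM antisense PNA served as control.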
Hsp90 Hop PPI: qHTS Assay for Disrupters of an Hsp90 Co-Chaperone Interaction; Hsp90 C-terminal peptide / TPR2A (Hop) interaction, human; AlphaScreen TPR2A-His6 binding biotin-Hsp90 C-terminal peptide; Potency, µM (highest dose often 57 µM), without a hit: top-dose activity change, negative = inhibition; 71,000 compounds, 0.44% hits; AID 595, 2007; active = well fitted curve in either direction with a large enough effect; inconclusive = small, poorly fitted or top-dose-only effect, or another doubt; also: potency is read from the fitted curve at half-maximal effect; % is scaled to controls: 0 for no effect and ±100 for the full control effect; many of its hits are not listed in these tables
Rhodamine fluor: qHTS Assay for Spectroscopic Profiling in Rhodamine Spectral Region; 59,000 compounds, 0.05% hits; Rhodamine-region fluorescence, 547/598 nm, Tris buffer; stronger effect = higher value; max dye-equivalent concentration, M; in the data active = max dye-equivalent concentration above about 11 nM; inconclusive = between about 1.1 nM and that limit
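Compound fluorescence in 100 mM Tris, pH 8.0, read after 15 min at room temperature with 547 nm excitation and 598 nm emission. Output is dye-equivalent concentration from an on-plate rhodamine standard series.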
Fluorescein fluor: qHTS Assay for Spectroscopic Profiling in Fluorescein Spectral Region | Compound autofluorescence, 480/540 nm, fluorescein-equivalent; stronger effect = higher value | max fluorescein-equivalent concentration, M | 59,000 compounds, 0.91% hits; in the data active = max fluorescein-equivalent concentration above about 10 nM; inconclusive = between about 1.1 nM and that limit
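In this qHTS profile, compound fluorescence was measured with a 480 nm/540 nm filter pair following a 15-min room-temperature incubation in 100 mM Tris (pH 8.0). A six-point fluorescein series on each plate served for normalization.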
UbGFP stabilizer: Ubiquitin-GFP Assay. Ubiquitin-GFP reporter cells, proteasome inhibition, GFP fluorescence; response scale: untreated = 0%, 10 µM MG-132 = 100%. Potency, µM (doses to about 45.9 µM), for inactives: at the top dose activation (GFP accumulation), usual class: activators. 67,000 tested, under 10 active. AID 526, 2006; active = well fitted activation curve with a large enough effect, not every such curve was filed as active; inconclusive = small, poorly fitted or top-dose-only effect, or another doubt; inactive = no such curve, though single readings can be large or run the other way; also: potency is read from the fitted curve at half-maximal effect
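U2OS Ub(G76V)-GFP reporter; O/N plating, 0.5% FBS; cpd 46 uM–2.9 nM, 4 h, 37 °C; GFP+ cell count, 488/515 nm; norm. to basal vs 10 uM MG-132; CRC fit.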
TexasRed autofl: qHTS Assay for Spectroscopic Profiling in Texas Red Spectral Region; Compound fluorescence, Texas Red channel, 547/618 nm; stronger effect = higher value; max dye-equivalent concentration, M; 59,000 compounds, 0.06% hits; AID 587, 2007; in the data active = max dye-equivalent concentration above about 10 nM; inconclusive = between about 1.1 nM and that limit
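Compound fluorescence was read after 15 min at room temperature in 100 mM Tris, pH 8.0, using 547 nm excitation and 618 nm emission across a concentration series. It was expressed as Texas Red dye-equivalent concentration from an on-plate standard curve.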
15-hLO inh: qHTS Assay for Inhibitors of 15-hLO (15-human lipoxygenase). Polyunsaturated fatty acid lipoxygenase ALOX15 (Homo sapiens), P16050. Potency, µM (doses to about 57.1 µM), inactives show top-dose activity change, negative = inhibition, hits mostly inhibitors. 74,000 compounds, 1.4% hits. AID 887, 2007. purified 15hLO-1, xylenol orange hydroperoxide absorbance; also: potency is read from the fitted curve at half-maximal effect; % is scaled to controls: 0 for no effect and ±100 for the full control effect; nearly all actives have a fitted effect of over 55% in size
Target sequence (P16050 whole entry, looked up): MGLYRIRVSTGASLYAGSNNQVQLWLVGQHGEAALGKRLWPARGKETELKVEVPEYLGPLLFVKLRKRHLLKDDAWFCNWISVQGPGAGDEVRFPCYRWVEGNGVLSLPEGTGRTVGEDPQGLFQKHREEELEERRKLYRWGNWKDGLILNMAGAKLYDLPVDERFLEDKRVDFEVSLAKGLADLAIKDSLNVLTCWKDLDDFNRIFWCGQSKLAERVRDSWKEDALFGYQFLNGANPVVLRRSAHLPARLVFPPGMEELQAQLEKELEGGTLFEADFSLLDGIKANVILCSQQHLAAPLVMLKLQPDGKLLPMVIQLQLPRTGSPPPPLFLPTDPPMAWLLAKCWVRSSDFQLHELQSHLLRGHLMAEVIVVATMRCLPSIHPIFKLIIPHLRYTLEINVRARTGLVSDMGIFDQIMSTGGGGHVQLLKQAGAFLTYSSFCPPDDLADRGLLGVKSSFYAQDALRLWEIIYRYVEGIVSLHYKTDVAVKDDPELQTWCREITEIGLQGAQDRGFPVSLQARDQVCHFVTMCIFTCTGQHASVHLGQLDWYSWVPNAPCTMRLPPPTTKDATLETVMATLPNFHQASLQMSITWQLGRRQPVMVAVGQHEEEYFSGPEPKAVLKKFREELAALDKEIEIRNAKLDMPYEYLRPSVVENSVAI
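Quantitative HTS in 25 mM Hepes pH 7.5 containing 0.01% Triton X-100: human 15hLO-1 at 40 nM, arachidonic acid at 50 uM, 6 min turnover. Product quantified via ferrous oxidation/xylenol orange, 573:405 nm absorbance ratio.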
Numbers without * were called inactive; i = inactive; ? = inconclusive; nt = not tested or not shown; [ ] = dose if it differs, or a comment. Unless noted, calls follow the shape of the dose curve; as a rule, active = well fitted curve in the direction sought with a large enough effect; inconclusive = small, poorly fitted or top-dose-only effect, or another doubt; inactive = no such curve, though single readings can be large; an effect the other way counts as inactive or inconclusive. An excerpt, so the mix of outcomes need not match the whole.

SMILES	GFP derepression	4-MU autofl	DNA Pol III inh	HADH2 inhib	HBB splicing	Hsp90 Hop PPI	Rhodamine fluor	Fluorescein fluor	UbGFP stabilizer	TexasRed autofl	15-hLO inh
CC(C)(C)c1cc(-c2ccco2)c(C#N)c(SCC#N)n1	2%[20.6 µM]	1.8e-08M*	nt	nt	nt	nt	i	i	nt	i	nt
COc1ccc(-c2nc(SC)n(C)c(=O)c2C#N)cc1OC	2%	3.4e-08M*	-8%	28%	0.5%	-9%	i	i	-13%	i	1%
COc1ccc(OC)c(S(=O)(=O)N2CCN(C34CC5CC(CC(C5)C3)C4)CC2)c1	-1%	i	2%	-6%	-2.6%	0%	i	?	1%	i	-7%
N#Cc1c(-c2cccs2)cc(-c2cccnc2)nc1N	-4%	1.3e-06M*	-8%	13µM*	0.8%	5%	i	i	10%	i	-1%
CCCC(=O)Nc1cccc(-c2nc3cc(C)c(C)cc3o2)c1	-2%	nt	-1%[11.4 µM]	32%[activator][11.4 µM]	-2.1%[0.0738 µM]	-6%[11 µM]	nt	nt	?	nt	-3%[11.4 µM]
O=C(OCc1cc2ccccc2[nH]c1=O)c1cccnc1	0%	i	0%	11%	-0.8%	-6%	i	i	1%	i	-2%
CCCN1CCN(CCCNC(=O)CN2C(=O)COc3ccccc32)CC1	-2%	i	-1%	1%	0.0%	4%	i	i	-2%	i	7%
COc1cccc(C2/C(=C(/O)c3ccncc3)C(=O)C(=O)N2CCCN(C)C)c1 (stereo unspecified)	4%	i	-7%	0%	1.9%[57.5 µM]	-2%	i	i	3%	i	9%
CCCCOc1ccc(CN2CCC(O)CC2)cc1	3%	nt	0%	18%	2.6%	1%	nt	nt	-3%	nt	2%
O=C(CCCc1nc(-c2ccccc2Cl)no1)NCc1cccnc1	-2%	i	3%	8%	2.2%[0.369 µM]	1%	i	?	nt	i	0%
O=C(c1csnn1)N1CCC[C@@]2(CCN(Cc3nccs3)C2)C1	5%[9.22 µM]	i	1%	-2%	1.8%	-4%	i	?	1%	i	5%
Cc1cc(-n2ccc(=O)[nH]c2=O)nc(-c2ccccc2)n1	2%	nt	-10%	4%	-1.2%	-2%	nt	nt	9%	nt	0%
COc1ccc(CNc2cc(-c3ccoc3)ncn2)c(OC)c1	-3%[9.22 µM]	i	-3%	?	1.1%	-30%	i	?	-3%	i	-14%
CCOC(=O)C1=C(C)NC2=C(C(=O)CC(C)(C)C2)C1c1cccc(C)n1 (stereo unspecified)	1%	1.2e-06M*	2%	?	nt	-1%	i	i	-7%	i	-1%
Cn1c(SCC(=O)NCC2CCCO2)nc2c([nH]c3ccccc32)c1=O (stereo unspecified)	0%	i	-1%	-11%	-1.0%	-5%	i	i	-7%	i	-1%
Cc1csc(SCC(=O)c2cc(C)n(Cc3cccs3)c2C)n1	1%	i	-3%	-6%	-0.2%	1%	i	?	4%	i	-4%
CCOC(=O)C(C)Oc1ccccc1C1NC(=O)NC(C)=C1C(=O)Nc1ccc(C)c(C)c1 (stereo unspecified)	0%	i	-6%	11%	-3.3%	-8%	i	i	-6%	i	0%
COc1ccc(NC(=O)CN2CCN(CC(=O)Nc3ccccc3Cl)CC2)cc1	-2%	i	5%	8%	0.9%	-3%	i	i	1%	i	1%
Cc1c(C(=O)N2CCOCC2)sc2nc(-c3ccccc3)cn12	2%	i	-1%	-5%	0.4%	-6%	i	i	-13%	?	-1%
Cc1ccc(CCNC(=O)CN2CCN(Cc3ccccc3F)C2=O)cc1	4%	i	2%	4%	1.2%	-3%	i	i	-6%	i	7%
CC(=O)/C=C(\C)NCCNc1c(F)c(F)c(CO)c(F)c1F	-5%[20.6 µM]	?	nt	nt	nt	nt	i	i	nt	i	nt
O=C(O)Cn1c(SCCOc2ccccc2F)nc2ccccc21	-3%	i	-5%	-3%	0.2%	1%	i	i	-7%	i	2%
COc1ccccc1-c1nc(-c2ccc(C)nc2OC)no1	-3%	i	0%	18%	0.1%	7%	i	?	-5%	i	-5%
CCN(CC)c1ccc2c(C)c(CN3CCOCC3)c(=O)oc2c1	-2%	2.5e-06M*	-3%	32µM*	nt	9%	i	?	-2%	i	3%
Cc1ccc(S(=O)(=O)Cn2nnnc2C(c2ccccn2)N2CCN(c3ccccc3)CC2)cc1 (stereo unspecified)	-1%	?	-5%	-1%	nt	-24%	i	i	5%	?	-7%

Pulled by structure from the entries so far:
SMILES	GFP derepression	4-MU autofl	DNA Pol III inh	HADH2 inhib	HBB splicing	Hsp90 Hop PPI	Rhodamine fluor	Fluorescein fluor	UbGFP stabilizer	TexasRed autofl	15-hLO inh
O=C(OCc1cc2ccccc2[nH]c1=O)c1cccnc1	0%	i	0%	11%	-0.8%	-6%	i	i	1%	i	-2%
COc1ccc(NC(=O)CN2CCN(CC(=O)Nc3ccccc3Cl)CC2)cc1	-2%	i	5%	8%	0.9%	-3%	i	i	1%	i	1%
CC(=O)/C=C(\C)NCCNc1c(F)c(F)c(CO)c(F)c1F	-5%[20.6 µM]	?	nt	nt	nt	nt	i	i	nt	i	nt

The listing continues.
SMILES	GFP derepression	4-MU autofl	DNA Pol III inh	HADH2 inhib	HBB splicing	Hsp90 Hop PPI	Rhodamine fluor	Fluorescein fluor	UbGFP stabilizer	TexasRed autofl	15-hLO inh
CCOC(=O)Cc1csc(NC(=O)CCN2C(=O)c3ccccc3C2=O)n1	0%	nt	-4%	10%	-1.9%	?	nt	nt	6%	nt	-5%
Cc1nc2c(C(=O)NCc3ccco3)cnn2c(C)c1Cc1ccc(F)cc1Cl	5%	5.4e-08M*	-7%	?	1.9%[57.5 µM]	1%	i	i	6%	i	-28%
Cc1ccc(-c2nn3c(-c4ccco4)nnc3c3ccccc23)cc1S(=O)(=O)NCC1CCCO1 (stereo unspecified)	6%	?	0%	32%[activator]	4.0%[0.369 µM]	-4%	i	?	nt	i	-15%
O=C(COc1ccc(Cl)cc1Cl)Nc1ccccn1	0%	i	5%	3%	-1.1%	3%	i	i	-4%	i	1%
COc1nc(OC)nc(N(C)CCO)n1	-2%	nt	0%	6%	1.2%	1%	nt	nt	6%	nt	15%
Cc1nc2ccc(NC(=O)C3CCN(S(=O)(=O)c4cccs4)CC3)cc2s1	0%	i	-1%	25%	-0.1%	?	i	?	-1%	i	?
CN(C)c1ncc2nc(-c3cccs3)c(=O)n(C3CC3)c2n1	2%[9.22 µM]	1.5e-08M*	26%	4%	0.5%	4µM*	i	1.5e-08M*	10%	i	-8%
C/C(=N\O)C(=O)NCCCn1ccnc1	-4%[20.6 µM]	i	nt	nt	nt	nt	i	?	nt	i	nt
O=C(NCc1ccc2c(c1)OCO2)c1ccc(CN2CCOCC2)cc1	6%	i	-4%	5%	0.2%	-1%	i	i	1%	i	3%
CN1CCN(C(=O)c2ccccc2-c2ccccc2C(=O)O)CC1	0%	i	3%	4%	-1.6%	-5%	i	i	-1%	i	1%
O=C(CN(C(=O)Cn1nnc(-c2cccs2)n1)c1ccc2c(c1)OCCO2)NC1CCCCC1	2%	i	9%	-25%	nt	-4%	i	i	3%	i	-9%
COc1ccc(CC(C(=O)Nc2cccc(F)c2)c2nn[nH]n2)c(OC)c1 (stereo unspecified)	-2%	i	-5%	10%	nt	-2%	i	?	0%	i	13%
COc1ccc(CN(CC(=O)NCc2ccco2)C(=O)CCC(=O)Nc2nccs2)cc1	-3%	i	-4%	-2%	2.5%	-3%	i	?	-6%	i	?

As entered above.
`Cc1nc2c(C(=O)NCc3ccco3)cnn2c(C)c1Cc1ccc(F)cc1Cl` in Hsp90 Hop PPI → 1%
`COc1ccc(CC(C(=O)Nc2cccc(F)c2)c2nn[nH]n2)c(OC)c1` (stereo unspecified) in DNA Pol III inh → -5%
`CN1CCN(C(=O)c2ccccc2-c2ccccc2C(=O)O)CC1` in GFP derepression → 0%
`O=C(NCc1ccc2c(c1)OCO2)c1ccc(CN2CCOCC2)cc1` in UbGFP stabilizer → 1%
`C/C(=N\O)C(=O)NCCCn1ccnc1` in GFP derepression → -4%[20.6 µM]
